# Source: PubChem BioAssay
# D2 agonist: D2 dopamine receptor (human) agonism; HEK293 T-REx D2 cells, calcium flux agonist mode; activation, % at 2 µM; 340,000 compounds, 0.53% hits; AID 485358;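 active means activation over 3 SD above normal in the single-dose calcium agonist read, cut at about 30% in these data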; further: 0% is about no effect
#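 Tetracycline-induced HEK293 Trex cells with D2 receptor force-coupled to calcium signaling, plated overnight at 30 C and loaded with no-wash calcium dye. Calcium flux read kinetically for 180 s after compound addition; responses flag agonists.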
# D2 PAM: positively modulates the human D2 dopamine receptor allosterically | P14416 | HEK293 T-REx D2, calcium flux, EC20 dopamine potentiation | potentiation, % at 10 µM | 340,000 compounds, 0.34% hits;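 active means potentiation over 3 SD above the plate norm, cut at about 30% in these data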; further: 0% is about no effect
#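 Potentiation of an EC20 dopamine calcium response measured kinetically over 180 s, after a preceding 180 s compound-only read flagging agonists. Cells: inducible Hek293 Trex D2 line, 4000/well, cultured overnight at 30 C before dye loading.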
# D1 PAM: human D1 dopamine receptor positive modulation; HEK293 TREx D1 cells, calcium flux, dopamine EC20 potentiation; potentiation, % at 10 µM; 360,000 compounds, 0.036% hits; in the data active means potentiation above about 30%; further: 0% is about no effect
# Target sequence (P21728 whole entry, looked up): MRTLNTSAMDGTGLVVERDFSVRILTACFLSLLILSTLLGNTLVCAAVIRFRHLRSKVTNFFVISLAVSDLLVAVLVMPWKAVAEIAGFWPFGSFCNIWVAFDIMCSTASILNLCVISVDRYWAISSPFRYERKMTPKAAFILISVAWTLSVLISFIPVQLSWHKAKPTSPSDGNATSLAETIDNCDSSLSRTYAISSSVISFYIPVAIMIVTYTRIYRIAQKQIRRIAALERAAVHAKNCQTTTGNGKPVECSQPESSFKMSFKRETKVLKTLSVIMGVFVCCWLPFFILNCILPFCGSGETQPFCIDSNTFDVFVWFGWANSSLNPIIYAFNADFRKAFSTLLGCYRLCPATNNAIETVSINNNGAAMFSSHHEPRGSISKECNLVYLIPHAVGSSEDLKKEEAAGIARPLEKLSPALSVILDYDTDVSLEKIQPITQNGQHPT
# TRHR agonist: TRH receptor (human) agonism | activation, % at 2 µM | TRHR cells, calcium flux fluo-8, FDSS agonist mode | P34981 | 360,000 compounds, 0.18% hits; further: 0% is about no effect
# Target sequence (P34981 whole entry, looked up): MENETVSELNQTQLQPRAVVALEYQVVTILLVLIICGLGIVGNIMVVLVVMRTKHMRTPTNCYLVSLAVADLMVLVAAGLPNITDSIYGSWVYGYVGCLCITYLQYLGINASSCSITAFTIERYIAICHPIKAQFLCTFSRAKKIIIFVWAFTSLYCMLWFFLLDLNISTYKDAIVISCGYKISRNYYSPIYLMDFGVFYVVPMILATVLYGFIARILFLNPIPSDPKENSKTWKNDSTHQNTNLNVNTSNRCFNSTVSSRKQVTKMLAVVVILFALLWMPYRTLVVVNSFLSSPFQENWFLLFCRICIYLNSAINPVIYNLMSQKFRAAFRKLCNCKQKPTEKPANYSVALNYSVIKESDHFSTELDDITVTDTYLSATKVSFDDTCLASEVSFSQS
#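 Fluo-8-loaded TRHR cells; 10 s baseline, compound added, kinetic Ca2+ fluorescence read 1/s, agonist mode.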
# D1 agonist: human D1 receptor agonism; HEK293 T-REx D1 cells, calcium flux, agonist mode; activation, % at 2 µM; 360,000 compounds, 1% hits; AID 504660; further: 0% is about no effect
#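 Agonism was scored from calcium flux recorded over 180 s (1 read/s) after pintool compound addition, following a 10-cycle baseline. Cells were inducible force-coupled HEK293 TREx D1, plated overnight at 30 C and loaded with no-wash calcium dye.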
# D1 antagonist: human D1 dopamine receptor antagonism; P21728; AID 504652; HEK293 TREx D1 cells, calcium flux, dopamine EC80; hits give low values; activity change, negative = inhibition, % at 10 µM; 360,000 compounds, 3.2% hits; in the data active means activity change below about -30%; further: on the % scale 0 is the no-effect control and ±100 the full control effect
#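 After overnight tetracycline induction at 30 C, force-coupled D1 HEK293 cells took up a no-wash calcium dye at room temperature. Compounds were added and monitored 180 s, and the response to EC80 dopamine was then recorded.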
# D2 antagonist: antagonists of human D2 dopamine receptor; HEK293 TREx D2 cells, calcium flux, dopamine EC80; inhibition, % at 10 µM; 340,000 compounds, 2% hits; in the data active means inhibition above about 30%; further: 0% is about no effect
#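 Calcium mobilization kinetics were recorded at 1 s intervals in tetracycline-induced HEK293 T-REx D2 cells, first for 180 s after compound addition and then 180 s after EC80 dopamine.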
# TRHR enhancer: allosteric enhancers of human TRH receptor; P34981; TRHR cells, fluo-8 calcium fluorescence, EC20 TRH enhancement; enhancement, % at 2 µM; 360,000 compounds, 0.66% hits; AID 493056; in the data active means enhancement above about 30%; further: 0% is about no effect
#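 Enhancer read-out: after compound pinning and an initial kinetic agonist-mode read, an EC20 of TRH (10 nM final) was injected and fluo-8 calcium signal (Ex 480/Em 530) followed at 1 s/cycle for 100 cycles in TRHR-expressing cells.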
# RXFP1 antag: antagonists of human relaxin receptor RXFP1. HEK293-RXFP1, relaxin-stimulated cAMP HTRF, 30 min; hits give low values. activity change, negative = inhibition, % at 57.5 µM. 350,000 compounds, 0.59% hits;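 active means activity change of -60% or lower, but not beyond a set lower limit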; further: on the % scale 0 is the no-effect control and ±100 the full control effect
# Numbers without * were called inactive; / = no result given. Unless noted, no stated cut-off is given here; in the data, active means activation above about 30%; inactive means the rest.
# Labels used below – A = D2 agonist; B = D2 PAM; C = D1 PAM; D = TRHR agonist; E = D1 agonist; F = D1 antagonist; G = D2 antagonist; H = TRHR enhancer; I = RXFP1 antag
> CCN(CC)CC(=O)Nc1scc2c1c(=O)oc1ccccc12
  A: -0.6	B: 1	C: 1	D: -0.2	E: 1	F: 0	G: 17	H: -2	I: -7

> O=C(COC(=O)c1ccc(S(=O)(=O)Nc2ccccc2)cc1)NC1CCCC1
  A: 1.1	B: 1	C: 0	D: 0.4	E: 15	F: -13	G: 7	H: -3	I: -25

> CC(C)c1ccc(NC(=O)CSC2=Nc3ccccc3C3=NC(CCC(=O)NCc4ccco4)C(=O)N23)cc1 (stereo not drawn)
  A: -0.1	B: -1	C: -2	D: -0.2	E: 4	F: -9	G: /	H: -3	I: -14

> O=C(Nc1ccc(F)cc1)NC1CCN(Cc2ccccc2)CC1
  A: 0.2	B: -22	C: -4	D: 1.0	E: 10	F: 2	G: 53*	H: -3	I: -6

> CCCCCc1nnc(N)s1
  A: 0.0	B: -5	C: -1	D: 0.1	E: 1	F: -6	G: -2	H: 1	I: 10

> CN(C(=O)COc1ccccc1)c1nc(-c2ccc(F)cc2)cs1
  A: 1.2	B: -3	C: -1	D: 0.5	E: 5	F: 8	G: 7	H: 27	I: 3

> CC(=O)Nc1ccc(S(=O)(=O)Nc2nccc(/C=C/c3ccc(Cl)cc3)n2)cc1
  A: 1.0	B: 2	C: -12	D: 0.7	E: 1	F: -4	G: 5	H: 0	I: 3

> Cc1ccc(NC(=O)Cn2nc(-c3ccccc3)nc(Cc3ccc(Cl)cc3)c2=O)cc1
  A: 0.9	B: 4	C: -1	D: 0.3	E: 4	F: -5	G: /	H: -1	I: -5

> O=C1c2ccccc2NC(c2cc(Cl)cc(Cl)c2O)N1Cc1cccnc1 (stereo not drawn)
  A: -1.4	B: 5	C: 1	D: 0.5	E: 3	F: -3	G: 18	H: -4	I: 1

> O=C1C2C3C=CC(O3)C2C(=O)N1CC(O)c1ccccc1 (stereo not drawn)
  A: -0.5	B: 5	C: -2	D: 0.2	E: -1	F: -3	G: -5	H: 4	I: -7

> CN(C)N=Nc1nc2c(c(=O)n(C)c(=O)n2C)n1CC1CO1 (stereo not drawn)
  A: 1.0	B: 11	C: 5	D: 0.1	E: 2	F: -11	G: -23	H: 20	I: 4

> COC(=O)c1ccccc1NC(=O)CCn1nc(C)c2c(C)n(-c3ccccc3)nc2c1=O
  A: -1.1	B: 6	C: -1	D: 0.0	E: 1	F: 10	G: /	H: 1	I: -8

> O=C(NC1CCCCC1)C(c1ccco1)N(C(=O)c1csnn1)C1CCCC1 (stereo not drawn)
  A: -0.4	B: -7	C: -1	D: 0.9	E: 2	F: 11	G: -11	H: -2	I: -1

> COCC(=O)Nc1ncc(S(=O)(=O)c2ccc([N+](=O)[O-])cc2)s1
  A: 0.0	B: -3	C: -4	D: 1.8	E: 3	F: 4	G: 3	H: -1	I: -7

> COc1cc(OC)cc(C(=O)Nc2cccc3ccccc23)c1
  A: -1.8	B: 1	C: -4	D: 0.0	E: 2	F: 0	G: -6	H: 4	I: 9

> COCCCn1c2nc3ccccc3nc2c2c(=O)n(CC3CCCO3)cnc21 (stereo not drawn)
  A: -0.7	B: 9	C: -4	D: 0.2	E: 1	F: 2	G: -29	H: -11	I: 9

> CC(=O)Nc1ccc(S(=O)(=O)Oc2ccccc2N2C(=O)C3C4CCC(C4)C3C2=O)cc1 (stereo not drawn)
  A: 2.0	B: -4	C: -1	D: 2.0	E: 5	F: 2	G: -5	H: -4	I: -10

> CCCCc1c(O)c2ccccc2[nH]c1=O
  A: 0.2	B: -10	C: -4	D: -0.1	E: 3	F: 22	G: 15	H: -4	I: -7

> COc1ccc(CCNC(=O)C2CC(c3cccc([N+](=O)[O-])c3)=NO2)cc1 (stereo not drawn)
  A: -0.7	B: -8	C: 2	D: -0.5	E: 6	F: 1	G: 1	H: -6	I: /

> CCOC(=O)c1c[nH]c2c(Cl)ccc(Cl)c2c1=O
  A: /	B: /	C: 2	D: -0.1	E: 2	F: 12	G: /	H: 1	I: 5

> COc1ccc(C(=O)c2c(C)oc3ccc(O)c(CN4CCOCC4)c23)cc1
  A: 0.8	B: 0	C: 7	D: 0.1	E: -1	F: -8	G: -1	H: -2	I: 14

> CCCc1nn2c(=O)cc(CSCC(=O)Nc3ccccc3)nc2s1
  A: 0.2	B: 29	C: -2	D: 0.4	E: 1	F: 0	G: -9	H: -3	I: -1

> C/C(=N\NC(=O)c1ccc(-n2cnnn2)cc1)c1ccc(Cl)cc1
  A: 0.1	B: 2	C: -6	D: 0.1	E: 1	F: 17	G: -22	H: 5	I: 11

> COc1ccc(OC)c(-c2cc(C(=O)Nc3ccc(C)c(C)c3)no2)c1
  A: 0.1	B: -21	C: -2	D: 0.8	E: 5	F: -8	G: /	H: -8	I: -7

> NC(=O)C1CCN(C(=O)c2ccc3c(=O)n(Cc4cccc(Br)c4)c(=S)[nH]c3c2)CC1
  A: -1.1	B: 22	C: -8	D: 0.1	E: 0	F: -9	G: -5	H: 7	I: -7

# Single values from the results shown.
# `O=C(NC1CCCCC1)C(c1ccco1)N(C(=O)c1csnn1)C1CCCC1` (stereo not drawn) – D2 agonist: -0.4
# `CCN(CC)CC(=O)Nc1scc2c1c(=O)oc1ccccc12` – D2 antagonist: 17
# `CCCc1nn2c(=O)cc(CSCC(=O)Nc3ccccc3)nc2s1` – RXFP1 antag: -1
# `CCCCCc1nnc(N)s1` – D1 PAM: -1

# Ordered by the number under TRHR enhancer (falling): 3 from the list above
SMILES	D2 PAM	D1 PAM	TRHR agonist	D1 agonist	D1 antagonist	D2 antagonist	TRHR enhancer	RXFP1 antag
CCCCCc1nnc(N)s1	-5	-1	0.1	1	-6	-2	1	10
CCCc1nn2c(=O)cc(CSCC(=O)Nc3ccccc3)nc2s1	29	-2	0.4	1	0	-9	-3	-1
O=C1c2ccccc2NC(c2cc(Cl)cc(Cl)c2O)N1Cc1cccnc1 (stereo not drawn)	5	1	0.5	3	-3	18	-4	1

# Further results.
# Labels used below – A = D2 agonist; B = D2 PAM; C = D1 PAM; D = TRHR agonist; E = D1 agonist; F = D1 antagonist; G = D2 antagonist; H = TRHR enhancer; I = RXFP1 antag
> CCOC(=O)c1ccccc1NC(=O)COC(=O)Cc1ccccc1F
  A: 0.6	B: 16	C: -4	D: 0.1	E: 4	F: -10	G: 0	H: -7	I: -11

> CC1CCC(C(C)C)C(OC(=O)C[n+]2cccc(C(N)=O)c2)C1 (stereo not drawn)
  A: 0.2	B: 3	C: -6	D: 1.5	E: 1	F: -27	G: -20	H: -4	I: -12

> CC1(C)CC(NC(=O)C2CCC(=O)N(C3CC3)C2)CC(C)(C)C1 (stereo not drawn)
  A: -0.7	B: -6	C: -6	D: 0.2	E: 4	F: -10	G: 4	H: -3	I: 9

> Cc1ccc(S(=O)(=O)Nc2cc(C)c(O)c(Sc3n[nH]c(C)n3)c2)cc1
  A: -0.7	B: -1	C: -4	D: 0.2	E: 2	F: -5	G: -4	H: -2	I: -5

> COc1cccc(CNC(=O)CCc2ccc(OC)c(OC)c2)c1
  A: 2.1	B: 1	C: 3	D: 1.5	E: 1	F: -3	G: -22	H: 2	I: -3

> O=C1c2ccccc2C2(c3ccccc3)N1CCN2C(=O)C(Cl)(Cl)Cl (stereo not drawn)
  A: -1.1	B: -6	C: -3	D: -1.2	E: 0	F: -7	G: -23	H: 0	I: -14

> O=C(O)c1sccc1S(=O)(=O)N1CCN(c2ccc(C(F)(F)F)cn2)CC1
  A: -0.9	B: 6	C: -1	D: 0.3	E: 6	F: -6	G: 3	H: 0	I: -10

> CCc1ccccc1NC(=O)CC(c1ccc(OC)cc1)n1cccc1 (stereo not drawn)
  A: 1.5	B: 2	C: -2	D: 0.3	E: 6	F: -2	G: -3	H: -4	I: 2

> Cc1ccnc(NS(=O)(=O)c2ccc(NC(=O)C3CC3)cc2)n1
  A: -0.8	B: 4	C: -1	D: 0.5	E: 3	F: -10	G: -6	H: -3	I: -3

> CC(C)(C)CC(=O)N1CCN(c2ccc(S(=O)(=O)N3CCOCC3)cc2[N+](=O)[O-])CC1
  A: 0.3	B: -11	C: -2	D: 1.3	E: 2	F: 7	G: 4	H: 2	I: -4

> CN(C(=O)NCc1noc2ccccc12)c1cccc(Cl)c1
  A: -0.2	B: -7	C: -8	D: 0.0	E: 2	F: 5	G: /	H: -9	I: -21

> COc1cccc(C(=O)Nc2ccc(NC(=O)c3ccco3)cn2)c1
  A: /	B: /	C: -9	D: -0.1	E: 2	F: -12	G: /	H: 0	I: -16

> COc1cc(/C=N/NC(=O)c2cc(C)n(-c3ccc(F)cc3)c2C)cc(OC)c1O
  A: /	B: /	C: -4	D: -0.2	E: 4	F: 10	G: /	H: 14	I: -12

> Cc1noc(C)c1S(=O)(=O)N(Cc1ccccc1)C(C)C
  A: -1.2	B: 8	C: 0	D: -2.0	E: 2	F: -10	G: -4	H: -2	I: -1

> O=C(CSc1ncnc2c1oc1ccccc12)NCc1ccc(F)cc1
  A: -1.0	B: 5	C: -3	D: 0.0	E: 4	F: 18	G: -8	H: 6	I: /

> CCOc1ccc(CNCCCSc2ncccn2)cc1
  A: -0.2	B: -14	C: -2	D: -0.1	E: 2	F: 11	G: -11	H: -1	I: 2

> Nc1cc(=O)[nH]c(SCC(=O)N2N=C(c3ccc4ccccc4c3)CC2c2ccccc2)n1 (stereo not drawn)
  A: 0.0	B: 16	C: 0	D: 0.7	E: 5	F: 30	G: -35	H: 1	I: -28

> O=S(=O)(Nc1cccc(-c2ccc(N3CCOCC3)nn2)c1)c1ccc(F)c(C(F)(F)F)c1
  A: /	B: 1	C: 3	D: 0.1	E: -2	F: -2	G: /	H: 2	I: -7

> Cc1cccc(CN2CCC(n3nccc3NC(=O)c3ccccc3C)CC2)n1
  A: 0.5	B: -9	C: 3	D: 0.2	E: 6	F: -2	G: -2	H: -7	I: -7

> ClCc1nc2ccccc2c2ccccc12
  A: 5.0	B: -9	C: -6	D: 4.7	E: -1	F: 10	G: 14	H: 3	I: -8

> CC(C)(C)c1ccc2c(c1)OC(C(=O)N/N=C\c1ccc(-c3cccc(C(=O)O)c3)o1)CO2 (stereo not drawn)
  A: /	B: /	C: -9	D: -0.6	E: 1	F: 5	G: /	H: 7	I: -74*

> O=C(O)CCNC(=O)c1ccc(Br)o1
  A: 0.0	B: 2	C: 5	D: 0.0	E: -1	F: 8	G: 1	H: 2	I: -6

> Cc1nnsc1C(=O)NC1CCCc2c1cnn2-c1ccc(F)cc1F (stereo not drawn)
  A: 0.2	B: -3	C: -5	D: -0.5	E: 9	F: -25	G: -4	H: -7	I: -9

> COc1ccc(COC(=O)C2=C(C)NC(=O)NC2c2ccccc2)cc1 (stereo not drawn)
  A: -0.6	B: 10	C: 4	D: 0.1	E: 6	F: 11	G: -15	H: 44*	I: -1

> CC(C)C(NC(=O)c1ccc(Cl)cc1)C(=O)NCC1CCCO1 (stereo not drawn)
  A: 0.0	B: 16	C: -4	D: 0.3	E: 4	F: 3	G: 1	H: -2	I: -18
